Assay outcomes deposited in PubChem BioAssay by IUPUI and University of Michigan.
ST2 inh: IL1RL1 inhibition. Q01638. AlphaLISA ST2-Fc/biotin-IL-33 interaction, 1 h. inhibition, % for hits at 17 µM. actives 2.3% (n = 78,000). AID 1259354; in the data active means inhibition above about 30%; inconclusive means mostly about 10% to 28%
Target sequence (Q01638 whole entry, looked up): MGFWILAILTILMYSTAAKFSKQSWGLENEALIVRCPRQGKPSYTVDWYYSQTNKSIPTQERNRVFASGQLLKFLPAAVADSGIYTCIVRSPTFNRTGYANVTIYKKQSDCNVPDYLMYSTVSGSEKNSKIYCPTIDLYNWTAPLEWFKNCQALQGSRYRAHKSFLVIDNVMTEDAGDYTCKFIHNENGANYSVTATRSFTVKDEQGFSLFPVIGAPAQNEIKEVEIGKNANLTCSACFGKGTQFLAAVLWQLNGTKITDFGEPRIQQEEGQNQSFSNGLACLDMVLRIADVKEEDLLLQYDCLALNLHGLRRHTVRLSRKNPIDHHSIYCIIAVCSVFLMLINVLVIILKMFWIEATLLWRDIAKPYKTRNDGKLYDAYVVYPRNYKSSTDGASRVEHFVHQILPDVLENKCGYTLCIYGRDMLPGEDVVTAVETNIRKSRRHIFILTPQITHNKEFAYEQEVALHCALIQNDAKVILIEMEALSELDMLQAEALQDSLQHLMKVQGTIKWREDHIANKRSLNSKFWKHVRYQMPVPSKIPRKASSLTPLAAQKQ
Starred values were filed as active, the others as inactive; i = inactive; ? = inconclusive.

SMILES	ST2 inh
CCc1cc2c(=O)c(-c3ccc4c(c3)OCO4)c(C)oc2cc1OCC(=O)O	i
CCN(CC)CCOc1nnc(-c2ccc(C)cc2)c2ccccc12	i
Cc1cc(C)nc(NS(=O)(=O)c2ccc(Br)cc2)n1	i
CCc1ccc(C2CC(=O)N3CN(Cc4ccccc4)CSC3=C2C#N)cc1 (stereo not given)	?
CCCc1oc2cc(O)c(CC)cc2c(=O)c1-c1ccc2c(c1)OCCO2	i
Cc1n[nH]c(C)c1S(=O)(=O)N1CCC(C(=O)Nc2ccc(Cl)cc2)CC1	i
COc1ccc(-n2nc3ccc(NC(=O)COc4ccc(Br)cc4)cc3n2)cc1	?
CCOC(=O)c1[nH]c(=O)[nH]c1CN1CCC2(CCN(C)CC2)C1	i
COc1cc2c(cc1OC)C(C(=O)Nc1ccc(F)cc1F)C(c1ccccc1F)N(C)C2=O (stereo not given)	i
CC1=NN(c2cccc(Cl)c2)C(=O)/C1=C\c1ccc2c(c1)OCO2	?
O=C1C2N=NN(Cc3ccccc3)C2C(=O)N1c1ccccc1 (stereo not given)	i
Cc1nn(Cc2ccccc2Cl)c(C)c1NC(=O)c1cc(-c2ccco2)on1	i
CC(=O)Nc1ccc(S(=O)(=O)N[C@H]2CO[C@H]3[C@@H]2OC[C@H]3OC(=O)Nc2cccc(C(C)=O)c2)cc1	i
COC(c1ccc2c(c1)CN(C(=O)Cn1nc(C)c3ccccc3c1=O)CCO2)C1CCCCC1 (stereo not given)	i
C=C1C(O)C(O)C2(CC3C(C)=CCC4C(C)(CO)CCCC34C)OC2C1O (stereo not given)	i
Cc1cc([N+](=O)[O-])cc2c1NC(=O)C2=O	i
COc1ccccc1/C=C/C1=NC(=C\c2c(F)cccc2Cl)/C(=O)O1	i
Cc1nc(OCc2ccccc2)c2sc3nc4c(cc3c2n1)COC(C)(C)C4	i
CC(C)(C)n1nc2c(c1NC(=O)c1c(F)cccc1F)CS(=O)C2 (stereo not given)	i
Nc1ncc(C(=O)N2CCOC(CC3CCCCC3)C2)c(-c2ccccc2)n1 (stereo not given)	?
Brc1ccc(Nc2nc(-c3cccnc3)nc3ccccc23)cc1	?
O=C(Nc1ccc(Br)cc1F)C1CCN(S(=O)(=O)c2ccc(F)cc2)CC1	i
O=C(c1ccccc1)N1CCN=C1SCc1ccc(Cl)cc1	i
O=S(=O)(Nc1cccc(F)c1)c1ccc2c(c1)OCCO2	i
Cc1ccc(NC(=O)N[C@H]2C[C@@H](c3nc(-c4ccc(OC(F)(F)F)cc4)no3)N(C)C2)cc1	i
COc1ccc(/C=C2/SC(=O)N(CC(=O)Nc3ccc(F)c(Cl)c3)C2=O)cc1OC	i
CCCc1cc(C(=O)N2CCCC(O)(CN(C)C)C2)ccn1 (stereo not given)	i
COc1ccc(-c2cc(C(F)(F)F)nc(-n3ccnc3C)n2)cc1	i
CCSc1nnc(NC(=O)CN2CCCC2c2ccccn2)s1 (stereo not given)	i
CCOc1ccc(C2CC(c3ccc(C)cc3)n3ncnc3N2)cc1 (stereo not given)	i
Cc1ccccc1-c1noc(CCC(=O)NC(C)Cc2ncccc2C)n1 (stereo not given)	i
Cc1nc(CNC(=O)c2ccc(OC3CCN(S(C)(=O)=O)CC3)c(Cl)c2)cs1	?
CCS(=O)(=O)N1CCCC(C(=O)NCCCN2CCCCC2C)C1 (stereo not given)	i
CC1CN(CC(O)COc2ccc(C(C)(C)C)cc2)CC(C)O1 (stereo not given)	i
CC(C)N(CCC#N)S(=O)(=O)c1ccccc1[N+](=O)[O-]	i
Cc1ccc(Cn2c(Cl)nc3c2c(=O)n(C)c(=O)n3C)cc1	i
CCc1ccc(OCC(=O)Nc2cc(OC)c(Cl)cc2OC)cc1	i
O=C(CCS(=O)(=O)c1ccc(Br)s1)Nc1c(F)cccc1F	i
Cc1ccc(OCc2cc(=O)n3oc(C)cc3n2)c(NC(=O)c2ccccc2Br)c1	i
O=C1NC(=O)/C(=C\c2ccc(-c3ccc(Cl)c(C(=O)O)c3)o2)S1	i
O=C(NCc1ccc2c(c1)OCO2)C(Cc1ccccc1)NS(=O)(=O)c1cccs1 (stereo not given)	?
Cc1nc(CN(C)C(=O)c2oc(COc3ccccc3)cc2C)no1	i
CCC(=O)N1CCc2cc(S(=O)(=O)NC(C(=O)NCc3cccs3)C(C)C)ccc21 (stereo not given)	i
CCOc1ccc(-c2nc3s/c(=C\c4ccc(Cl)cc4)c(=O)n3n2)cc1	i
NC1(C(=O)O)CC1	i
Cc1ccc(S(=O)(=O)Nc2ccc3oc4c(c3c2)C(=O)CCC4)c(C)c1	i
C=C1C[C@H](O)C[C@]2(C)CC[C@@H](C(C)(C)O)CC12 (stereo not given in full)	i
CCC(=O)N1CCN=C1SCc1ccc(C)cc1	?
CCc1cccc(NC(=O)CN2CCCN(Cc3cccc(F)c3)S2(=O)=O)c1	i
CN(CCNC(=O)CN(C)S(=O)(=O)c1ccc2c(c1)CCC(=O)N2)Cc1ccccc1	i
Cc1ccc2c(Cl)c(C(=O)Nc3ccc(F)cc3F)sc2c1	i
c1ccc2nc(N3CCCC(Nc4ccc5c(c4)OCCO5)C3)cnc2c1 (stereo not given)	i
CCCN(CC1CCCO1)C(=O)CC1(c2ccccc2Cl)CC(=O)N(CCOC)C1=O (stereo not given)	i
COc1ccc(NC(=O)CCCn2nc([N+](=O)[O-])c(Cl)c2C)c(OC)c1	i
CC(=O)c1ccc(C(=O)Nc2ccc(N3CCOCC3)cc2)cc1	i
CC(C)NC(=O)N[C@H]1CCN2C(=O)c3cc(-c4ccc(F)cc4F)ccc3NC(=O)[C@H]12	?
COc1ccc(Cn2c(CNC(=O)c3cc(OC)c(OC)c(OC)c3)nc3cccnc32)cc1	i
CN1CCN2CCN(C(=O)CCOc3ccccc3)CC2C1=O (stereo not given)	i
CCc1nc(N)sc1C(=O)N1CC(Oc2ccccc2C)C1	?
Cc1ccc(C(C)(C)C)c(OCCN2CCN(C)CC2)c1	i
Further results
SMILES	ST2 inh
CC(C)CNc1nc(-c2ccc([N+](=O)[O-])cc2)nc2ccccc12	i
CN1CC2(CCCN(C(=O)C3(c4ccc(Cl)cc4)CCC3)C2)OC1=O (stereo not given)	i
COc1ccc(-c2cc(C[C@H]3CNCC[C@H]3CC(=O)N(C)Cc3ccccc3)no2)cc1	i
O=C(c1ccc2oc(Cc3ccccc3)nc2c1)N1CCCC1c1ccc(F)cc1 (stereo not given)	i
C=C(C)CNc1nc2nonc2nc1NCCOC	i
CC(C(=O)Nc1nncs1)N1C(=O)c2ccccc2C1=O (stereo not given)	i
COc1cc(C(=O)ON=C2C=C(C)C(=O)C(C)=C2)cc(OC)c1OC	?
CCn1cc(C(=O)NC2CCCCC2C)c(=O)c2cc(S(=O)(=O)N3CCC(C)CC3)ccc21 (stereo not given)	i
CC(=O)Nc1cccc(-n2ccnc2-c2cccc(-n3cccn3)c2)c1	i
CCOc1c(Nc2ccc(C)cc2Cl)c(=O)c1=O	i
Cc1nn(Cc2c(Cl)cccc2Cl)c(C)c1NC(=O)CCCn1nc(C)c([N+](=O)[O-])c1C	i
COc1ccc(OCC(=O)Nc2cc(N3CCCS3(=O)=O)ccc2OC)cc1	i
COc1ccc(-c2nc(CN3CCN(c4ccc(C)cc4C)CC3)c(C)o2)cc1	?
COCCN(Cc1cnn(C)c1)C(=O)c1cn(-c2ccccc2)nn1	?
COC(=O)c1nc2n(n1)C(c1ccc(F)cc1)C(C(=O)OC1CCCCC1)=C(C)N2 (stereo not given)	i
CCN(CCN1CCCC1)C(=O)c1cc(C)c(C)cc1C	?
N=c1n(CC(=O)c2ccco2)c2ccccc2n1Cc1ccccc1	?
CC1=C(C(=O)OC2CCCCC2)C(c2cccc(Br)c2)n2nnnc2N1 (stereo not given)	i
O=C(c1ccc(CO)o1)N1CCc2c(ncnc2N2CCOCC2)C1	?
Cc1ccc(-c2noc([C@@H]3Cc4nc[nH]c4CN3C(=O)CCC(=O)O)n2)cc1	i
COC(=O)c1nc2n(n1)C(c1ccc(F)cc1)C1=C(CCCC1=O)N2 (stereo not given)	i
Cc1cccn2c(=O)c3cc(C(=O)NCC(C)C)n(C)c3nc12	i
Cc1[nH]cnc1CN(C)Cc1ccccc1-n1cccn1	i
O=C1CSC(c2ccc(Cl)cc2Cl)N1c1ccccn1 (stereo not given)	i

An excerpt from further up:
SMILES	ST2 inh
CC(C)(C)n1nc2c(c1NC(=O)c1c(F)cccc1F)CS(=O)C2 (stereo not given)	i
Nc1ncc(C(=O)N2CCOC(CC3CCCCC3)C2)c(-c2ccccc2)n1 (stereo not given)	?
Brc1ccc(Nc2nc(-c3cccnc3)nc3ccccc23)cc1	?
O=C(Nc1ccc(Br)cc1F)C1CCN(S(=O)(=O)c2ccc(F)cc2)CC1	i
O=C(c1ccccc1)N1CCN=C1SCc1ccc(Cl)cc1	i
O=S(=O)(Nc1cccc(F)c1)c1ccc2c(c1)OCCO2	i
Cc1ccc(NC(=O)N[C@H]2C[C@@H](c3nc(-c4ccc(OC(F)(F)F)cc4)no3)N(C)C2)cc1	i
COc1ccc(/C=C2/SC(=O)N(CC(=O)Nc3ccc(F)c(Cl)c3)C2=O)cc1OC	i
CCCc1cc(C(=O)N2CCCC(O)(CN(C)C)C2)ccn1 (stereo not given)	i
COc1ccc(-c2cc(C(F)(F)F)nc(-n3ccnc3C)n2)cc1	i
CCSc1nnc(NC(=O)CN2CCCC2c2ccccn2)s1 (stereo not given)	i
CCOc1ccc(C2CC(c3ccc(C)cc3)n3ncnc3N2)cc1 (stereo not given)	i
Cc1ccccc1-c1noc(CCC(=O)NC(C)Cc2ncccc2C)n1 (stereo not given)	i
Cc1nc(CNC(=O)c2ccc(OC3CCN(S(C)(=O)=O)CC3)c(Cl)c2)cs1	?
CCS(=O)(=O)N1CCCC(C(=O)NCCCN2CCCCC2C)C1 (stereo not given)	i
CC1CN(CC(O)COc2ccc(C(C)(C)C)cc2)CC(C)O1 (stereo not given)	i
CC(C)N(CCC#N)S(=O)(=O)c1ccccc1[N+](=O)[O-]	i
Cc1ccc(Cn2c(Cl)nc3c2c(=O)n(C)c(=O)n3C)cc1	i
CCc1ccc(OCC(=O)Nc2cc(OC)c(Cl)cc2OC)cc1	i

The list continues.
SMILES	ST2 inh
CC(C)(C)C1=C[C@@H](CO)C[C@@H](CO)C1	i
CCc1ccccc1NC(=O)CSCc1ccc(Cl)cc1	i
CCN1CCN(CCNC(=O)c2cccn2-c2nnc(N3CCCCC3)s2)CC1	i
CCOC(=O)C1=C(N)OC2=C(C(=O)CC(C)(C)C2)/C1=C1\C=CC=CN1	i
Cn1ccnc1SCC(=O)Nc1ccc2nc(SCc3ccccc3F)sc2c1	?
c1ccc(-c2noc(CSc3nc4ccccc4o3)n2)cc1	i
CN(C)C(=O)[C@@]12CC[C@](C)(C(=O)O1)C2(C)C	i
CCOc1ccccc1CCNC(=O)c1cc2n(n1)CCN(C)C2	i
O=C(O)c1ccc(NC(=O)c2nccnc2C(=O)O)cc1	i
CC1CNC(=O)CCN1Cc1cn[nH]c1-c1ccc(F)cc1 (stereo not given)	i
COc1cccc(C2C(C#N)=C(N)Oc3n[nH]c(-c4ccc(C)cc4)c32)c1 (stereo not given)	i
CCN(CCN1CCOCC1)Cc1cccc2c1OCO2	?
Cc1ccc(CN2CCSc3ccc(C(=O)NCCCN4CCCC4=O)cc32)cc1	i
OCCCn1c(-c2ccc(F)cc2)csc1=Nc1ccc(Cl)cc1	46%*
CCCCn1cnc2cc(NCc3cc(OC)ccc3OC)ccc21	?
CCCCN(CC)C(=O)c1cc2cc3ccc(OC)cc3nc2s1	?
CC(NS(=O)(=O)c1ccc(Br)cc1)C(c1cccs1)N1CCOCC1 (stereo not given)	?
N/C(=N/OC(=O)c1ccc2c(c1)OCO2)c1ccc(Cl)cc1	i
Cc1ccc(Nc2nnc(Cc3ccccc3Cl)c(=O)[nH]2)c(C)c1	i
CC(=O)Nc1ccc(S(=O)(=O)N(C(C)C)C(C)C)cc1	i
O=C(Nc1ccc(Cl)cc1)C1CCN(S(=O)(=O)c2cccc3cccnc23)CC1	i
Cc1cc(C)n(Cc2ccc(C(=O)NCCc3ccccn3)cc2)n1	?
CCOC(=O)C1(NC(=O)Cc2csc(C)n2)CCC1	?
Cc1ccc(N=c2oc3ccc(Cl)cc3cc2C(N)=O)cc1	?
Fc1ccc(Nc2c(-c3ccco3)nc3ccc(Cl)cn23)cc1	?
O=C(Nc1ccccc1)N1CCN(c2ccc([N+](=O)[O-])cc2)CC1	?
O=C(O)C1CC1c1ccc(Br)cc1 (stereo not given)	?
Cc1ccc(S(=O)(=O)Nc2cccc(-c3cn4ccccc4n3)c2)c(C)c1	i
COc1ccc(C2C(C(=O)c3ccco3)=C(O)C(=O)N2CCCn2ccnc2)c(OC)c1 (stereo not given)	i
CC(=O)N1CCc2cc(Br)cc(S(=O)(=O)CC(=O)Nc3ccc(C)c(C)c3)c21	i
O=C(Nc1ccccc1O)c1cc2ccccc2o1	i
Cc1cnc(C(=O)N2CCC3(CCCN(Cc4ccccc4F)C3=O)C2)[nH]1 (stereo not given)	i
CCOc1ccc(OCCCOc2cc(C=O)ccc2OC)cc1	i
Cc1cc(C)n(-c2ccc(NC(=O)C3CCN(C(=O)C4CC45CCC5)CC3)cc2)n1 (stereo not given)	?
O=C(Cn1cc(C(F)(F)F)ccc1=O)N1C[C@@H]2[C@@H]3CC[C@@H](C3)[C@@H]2C1	?
COc1ccc(C2CC(c3ccccc3)n3nc(N)nc3N2)cc1 (stereo not given)	i
Cc1ccccc1-c1cn[nH]c1C1CCN(C(=O)c2c[nH]c(=O)[nH]2)CC1	i
COc1cc(NC(=O)c2ccccc2)c(Cl)cc1NC(C)=O	i
COc1ccnc(CN2CCCC(C(=O)c3cc(C)c(OC)c(C)c3)C2)c1OC (stereo not given)	?
CNc1ccccc1C(=O)NCC1CCN(Cc2cccnc2)C1 (stereo not given)	i
CC(=O)NCCc1c[nH]c2ccc(OCc3ccccc3)cc12	?
Cc1ccccc1C(=O)N(C(C)C)C(C)C	i
CCOc1cc2c(cc1OCC)C1C(C(=O)NCC3CCCO3)c3ccccc3C(=O)N1CC2 (stereo not given)	i
COc1cccc(C(=O)NC2CC(=O)N(c3ccc(F)cc3)C2)c1OC (stereo not given)	i
COc1ccc(Cl)cc1C(=O)NC1CCCC1	i
CCCCCCCCCCCCCCCCCC(=O)OC(CC(=O)O)C[N+](C)(C)C (stereo not given)	i
O=C(c1ccc([N+](=O)[O-])o1)n1cnc2ccccc21	?

Some of the compounds tested; rates above refer to the full screens.
